From PubChem BioAssay
GAA glycogen = alters human alpha-glucosidase cleavage of glycogen; recombinant GAA, glycogen substrate, Amplex Red glucose oxidase fluorescence; Potency, µM (titrated, usually from 76.4 µM), for inactives: at the top dose activity change, negative = inhibition, most hits filed as inhibitors; actives 0.38% (n = 300,000); AID 2100; active = well fitted inhibition curve with a large enough effect; inconclusive = small, poorly fitted or top-dose-only effect, or another doubt; inactive = no such curve, though single readings can be large or run the other way;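 note: 0% = full enzyme reaction and -100% = no-enzyme basal signal; the screen sought inhibitors and activators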
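Recombinant enzyme (4 nM final) with compounds titrated up to 77 uM and bovine liver glycogen (30 ug) in citrate pH 5.0, 0.01% Tween-20, 37 C 40 min. Released glucose detected by Amplex Red/glucose oxidase (Ex 573/Em 610); AC50 from Hill fits.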
Numbers without * were called inactive; ? = inconclusive; [ ] = dose if it differs, or a comment. Potency is the fitted concentration of half-maximal effect. Only part of the results is shown. The share of hits here may be higher or lower than overall.

SMILES	GAA glycogen
CCOc1ccc(NC(=O)CSc2ccc(-c3ccco3)nn2)cc1	1.3%[76.3 µM]
CC(C)(C)NS(=O)(=O)c1ccc(NC(=O)C2CC(=O)N(CCc3ccc(F)cc3)C2)cc1 (stereo not drawn)	0.6%
O=C(CCCCCNC(=O)N1CCn2c1nc1ccccc12)NCc1ccc(F)cc1	-1.2%[76.3 µM]
COC(=O)c1c(C(=O)OC)c(-c2cccc(F)c2)n2c1CS(=O)C2 (stereo not drawn)	-1.6%
CN(C)S(=O)(=O)c1ccc(N2CCCC2)c(C(=O)Nc2cccc(F)c2)c1	0.6%[76.3 µM]
CCCNC(=O)CN1C(=O)c2ccccc2Sc2ncccc21	-0.8%
Cc1ccc(/C=[N+](\[O-])c2ccccc2C)o1	-0.5%[76.3 µM]
Cc1cccc(-c2nc(S(=O)(=O)c3ccccc3)c(N3CCN(c4ccccc4)CC3)o2)c1	-0.5%[76.3 µM]
O=C(N/N=C/c1cccnc1)c1ccc(F)cc1	-3.7%
CC(C)CCNC(=O)c1ccc2c(c1)N(C)C(=O)c1ccccc1S2	-12.8%
COc1ccccc1C(=O)NNC(=O)c1cccc(O)c1	5.5%[76.3 µM]
COc1ccc(C(=O)Nc2ccnn2C2CCN(C(=O)c3cc(C)on3)CC2)cc1	-0.2%[76.3 µM]
CCOC(=O)c1cc(NC(=O)c2ccc(C)cc2)c(=O)n2c1oc1ccc(Cl)cc12	13.0%[76.3 µM]
Cc1noc(C)c1CCC(=O)N1CCCC(CO)(Cc2ccccc2)C1 (stereo not drawn)	-0.7%[76.3 µM]
Cc1ccc(-c2nc(-c3cc4c([nH]c3=O)CC(C)(C)CC4=O)sc2C)cc1	-4.3%[76.3 µM]
Cc1ccc(S(=O)(=O)c2nc(S(=O)(=O)c3ccccc3)sc2NCCCOC(C)C)cc1	11.7%[76.3 µM]
COc1ccc(-c2c(C#N)c(SCC(=O)Nc3ccc(C)c(C)c3)nc(C)c2C(=O)Nc2ccc(Cl)cc2)cc1	6.3%[76.3 µM]
COc1ccc(CCNC(=O)c2ccc(Cn3c(=O)c4cccn4c4cccnc43)cc2)cc1OC	-4.7%[76.3 µM]
CCOc1cc(-c2sc(Nc3ccccc3)n[n+]2-c2ccc(F)cc2)ccc1OC	5.8%[76.3 µM]
COc1ccccc1-c1nc(C(=O)NCC2CCCO2)cc2c1[nH]c1ccccc12 (stereo not drawn)	0.5%[76.3 µM]
Cc1ccc(Cl)cc1NC(=O)C(=O)N/N=C/c1ccc2c(c1)OCO2	-5.8%[76.3 µM]
COc1ccccc1C(=O)N1CCN(C(=O)c2oc3ccc(C)cc3c2C)CC1	-10.1%[76.3 µM]
Cc1cccc(NS(=O)(=O)c2ccc(C(=O)NCCCN3CCOCC3)cc2)c1C	-1.8%[76.3 µM]
Cc1ccc([C@@H]2[C@@H]3C(=O)N(c4ccccc4)C(=O)[C@@H]3[C@]3(Cc4ccccc4)C(=O)N(CC4CC4)CC(=O)N23)o1	0.8%[76.3 µM]
Cc1ccc(NC(=O)CCCn2c(=O)c3cccn3c3ccccc32)c(C)c1	8.0%[76.3 µM]

7 entries already listed, sorted by molar mass, low to high.
SMILES	GAA glycogen
Cc1ccc(/C=[N+](\[O-])c2ccccc2C)o1	-0.5%[76.3 µM]
O=C(N/N=C/c1cccnc1)c1ccc(F)cc1	-3.7%
CC(C)CCNC(=O)c1ccc2c(c1)N(C)C(=O)c1ccccc1S2	-12.8%
Cc1ccc(-c2nc(-c3cc4c([nH]c3=O)CC(C)(C)CC4=O)sc2C)cc1	-4.3%[76.3 µM]
CN(C)S(=O)(=O)c1ccc(N2CCCC2)c(C(=O)Nc2cccc(F)c2)c1	0.6%[76.3 µM]
CCOC(=O)c1cc(NC(=O)c2ccc(C)cc2)c(=O)n2c1oc1ccc(Cl)cc12	13.0%[76.3 µM]
Cc1cccc(-c2nc(S(=O)(=O)c3ccccc3)c(N3CCN(c4ccccc4)CC3)o2)c1	-0.5%[76.3 µM]

Carrying on.
SMILES	GAA glycogen
CCOc1ccc(CC(=O)Nc2cccc(-c3nc4cccnc4s3)c2C)cc1	13.4%[76.3 µM]
CCOc1ccccc1NC(=O)C(=O)c1cc(C)n(-c2ccc(F)cc2)c1C	1.9%[76.3 µM]
COc1ccc(CN2CCC(=O)N([C@H](CO)c3ccccc3)CC2)cc1	16.4%[76.3 µM]
O=C(N/N=C/c1cc(Cl)cc([N+](=O)[O-])c1O)C(O)(c1ccccc1)c1ccccc1	-4.7%[76.3 µM]
CC(C)c1cc(C(=O)NNC(=S)NC2CCCCC2)cs1	?
CN(C(=O)Cn1c(=O)n(CCCS(=O)(=O)C2CCCCC2)c(=O)c2ccccc21)c1ccccc1	15.2%[76.3 µM]
O=C(Nc1ccc(F)cc1F)c1cc(-c2ccc(Cl)cc2)on1	10.3%[76.3 µM]
Cc1cc(C)cc(-n2ccn(CC(=O)Nc3ccccc3F)c(=O)c2=O)c1	-9.8%[76.3 µM]
CCOC(=O)c1cc(C)sc1NC(=O)CSc1nccn1C	-3.1%[76.3 µM]
Cc1sc2ncn(CC(=O)N(C)c3ccc(C(C)C)cc3)c(=O)c2c1S(=O)(=O)N1CCC(C)CC1	-18.8%[76.3 µM]
CC(=O)Nc1cccc(NC(=O)c2ccccc2OCc2ccccc2)c1	7.9%
O=S(=O)(NCc1nc2ccccc2[nH]1)c1ccccc1	5.0%[76.3 µM]
O=C1c2cccc3c([N+](=O)[O-])ccc(c23)C(=O)N1O	-2.7%
CCCCN(CC)C(=O)c1ccc2c(c1)NC(=O)c1ccccc1S2	8.4%[76.3 µM]
O=C(/C=C/c1ccc(F)cc1)Nc1ccc(S(=O)(=O)N2CCOCC2)cc1	3.7%[76.3 µM]
COc1ccc(Cc2nc3ccc(C(=O)N4CCCC4)cc3o2)cc1	-10.3%[76.3 µM]
O=C(/C=C/c1ccc(F)cc1)NCCCn1ccnc1	5.8%
COc1cccc(NC(=O)CN2C(=O)CSc3ccc(S(=O)(=O)N4CCC(C)CC4)cc32)c1	3.8%[76.3 µM]
O=C(Cn1cnc2ccccc2c1=O)c1ccc(OC(F)F)cc1	3.4%
COc1ccc(NC(=O)c2ccc([N+](=O)[O-])o2)cc1	3.6%[76.3 µM]
COc1cc(C(=O)Nc2ccc3nc4n(c(=O)c3c2)CCCCC4)cc(OC)c1OC	-11.2%[76.3 µM]
O=S(=O)(c1cccc2nsnc12)N1CCN(Cc2ccccc2)CC1	-6.0%
CCn1cc(/C=C(\NC(=O)c2ccc(C)cc2)C(=O)NCCN2CCOCC2)c2ccccc21	6.9%[76.3 µM]
Cc1nc(NC(=O)c2ccccc2O)sc1C	3.6%
COc1cc(NC(=O)c2cccc(NC3=NC4CS(=O)(=O)CC4S3)c2)cc(OC)c1OC (stereo not drawn)	-6.0%[76.3 µM]
Additional structures
SMILES	GAA glycogen
Brc1ccc(CNc2ccc3ncccc3c2)cc1	-5.7%[76.3 µM]
Cc1ccc(S(=O)(=O)NCCNC(=O)CN2CCOCC2)cc1	-4.7%
CSc1c(CC(=O)NCCCO)n(Cc2ccccc2)c2ccccc12	-4.3%[76.3 µM]
COc1ccc(Br)cc1CNC(=O)C1CCN(c2nnc(N3CCCC3=O)s2)CC1	-7.2%[76.3 µM]
CN(C)c1nc(SCC(=O)Nc2ccc(Cl)c(Cl)c2)nc(N2CCOCC2)n1	-4.8%
Cc1c2cnn(CC(=O)NCc3ccccn3)c(=O)c2c(C)n1Cc1ccc(Cl)cc1	-2.3%[76.3 µM]
COc1ccccc1C(=O)NC(=O)Nc1ccc(-c2cc(C(F)(F)F)nn2-c2ccccc2)cc1	-9.6%[76.3 µM]
COCCn1c(=O)[nH]c2cc(C(=O)N3CCN(c4ccc(OC)cc4)CC3)ccc2c1=O	3.5%
CCOc1ccc(S(=O)(=O)N2CCC(C(=O)NCc3ccccn3)CC2)cc1Cl	-8.1%[76.3 µM]
CCOC(=O)N1CCN(C(=O)C2CCC(=O)N(Cc3cccc(C(F)(F)F)c3)C2)CC1 (stereo not drawn)	-9.1%[76.3 µM]
COc1ccccc1NS(=O)(=O)c1cc(C(=O)N2CCN(C/C=C/c3ccccc3)CC2)ccc1C	-4.0%[76.3 µM]
CC(C)COc1ccc(C(=O)Nc2ccc(NC(=O)c3ccco3)cc2)cc1	-3.2%
Nn1c(-c2cccc([N+](=O)[O-])c2)nc2ccccc2c1=O	-3.2%
Cc1ccc(S(=O)(=O)Nc2cc3c(C(=O)OCc4ccccc4)c(C)oc3c3ccccc23)cc1	8.9%[76.3 µM]
O=C(Cn1ncn2cccc2c1=O)NCc1cccc(Br)c1	-6.0%[76.3 µM]
CCC1CCCCN1C(=O)CSc1nc(N)cc(=O)[nH]1 (stereo not drawn)	1.8%
Cc1cccc(NC(=O)c2oc3ccccc3c2NC(=O)c2cc(=O)c3cc(Cl)ccc3o2)c1	1.4%[76.3 µM]
CN(Cc1ccccc1)C(=O)Cn1c(=O)c2cccn2c2ccc(F)cc21	0.8%[76.3 µM]
O=C(Cn1c(=O)oc2cc(S(=O)(=O)N3CCCCCC3)ccc21)Nc1ccc(F)cc1F	14.7%[76.3 µM]
Cc1c(OC(C)C(=O)N2C[C@H]3C[C@@H](C2)c2cccc(=O)n2C3)ccc2c3c(c(=O)oc12)CCC3 (stereo partly drawn)	7.3%[76.3 µM]
COc1ccc(C(=O)Nc2ccc3ccccc3c2)cc1OC	1.8%[76.3 µM]
COc1ccccc1-n1c(C)c(C(C)=O)c2cc(O)ccc21	-22.7%[76.3 µM]
Cc1ccc(NC(=O)Cn2c(=O)oc3cc(S(=O)(=O)N4CCC(C)CC4)ccc32)cc1Cl	-13.6%[76.3 µM]
CC(C)(C)c1ccc(C2C(C(=O)c3ccco3)=C(O)C(=O)N2CC2CCCO2)cc1 (stereo not drawn)	7.9%
COc1ccc(S(=O)(=O)N2CCN=C2SCc2cccc(F)c2)cc1	-2.4%[76.3 µM]
(listing goes on)
SMILES	GAA glycogen
CCCc1cc(=O)[nH]c(Nc2ccc(C(=O)O)cc2)n1	6.8%[76.3 µM]
COc1ccc(N2CCN(CCCNC(=O)Cn3c(=O)c4cccn4c4ccccc43)CC2)cc1	-1.6%[76.3 µM]
COc1ccc(S(=O)(=O)N2CCN(CC(=O)NC3CC3)CC2)cc1	5.1%[76.3 µM]
Cc1ccc(/C=N/NC(=O)Cc2ccc(O)cc2)s1	-2.7%[76.3 µM]
CCOC(=O)c1ccccc1NC(=O)NCc1c(-n2cccc2)sc2c1CCCC2	-2.5%[76.3 µM]
COC(=O)/C=C1\N/C(=N/c2nc(C)c3cc(OC)ccc3n2)NC1=O	0.0%[76.3 µM]
CCc1ccc(NC(=O)C2CCN(S(=O)(=O)c3cccs3)CC2)cc1	0.3%
CCc1nnc(NC(=O)CSc2ccc(Cl)cc2)s1	-5.6%[76.3 µM]
Cc1ccc(OCc2cc(C(=O)N3CCCCCCC3)no2)cc1C	-11.7%[76.3 µM]
Cn1nnnc1SCCCNCc1ccc(-c2ccc(Br)cc2)o1	13.8%[76.3 µM]
C=CCOc1cccc(/C=N/NC(=O)CN2CCCCC2)c1	0.1%
CC(=O)c1cccc(NC(=O)CSc2ccc(-c3sc(C)nc3C)nn2)c1	-3.1%[76.3 µM]
Cn1c(=O)c2c(nc(Oc3ccccc3N)n2C)n(C)c1=O	3.8%[76.3 µM]
COc1cccc(C(=O)Nc2nnc(SCC(=O)Nc3ccc(NC(C)=O)cc3)s2)c1	-2.4%[76.3 µM]
CCc1nc(NC(=O)c2sc(C)nc2C)sc1C(=O)OC	4.2%
O=C1/C(=C\c2ccccc2)SC(=S)N1CCC(=O)N1CCCCC1CCO (stereo not drawn)	-0.3%[76.3 µM]
CC(=O)NCCc1nc2cc(NC(=O)Nc3ccccc3)ccc2n1C	-4.3%
Cc1cccnc1NC(=O)CN1C(=O)COc2ccc(Cl)cc21	-1.5%[76.3 µM]
O=C(N1CCN(c2ccccc2F)CC1)C1(S(=O)(=O)c2ccc(Cl)cc2)CC1	3.0%
CCc1cc2c(C)ccc(C)c2nc1SCC(=O)Nc1cc(C)on1	-0.4%
Cc1ccc(N(CC(=O)NCCSc2ccccc2)S(=O)(=O)c2ccc(F)cc2)cc1	-12.3%[76.3 µM]
COc1ccccc1C1CCN(Cc2ccc3ccccc3c2)CC1	-1.4%
CC(C)C(NS(=O)(=O)c1ccccc1)C(=O)NC1CCCC1 (stereo not drawn)	-0.3%[76.3 µM]
Cn1cc(C(=O)N2CCCCCC2)c(=O)c2cc(S(=O)(=O)N3CCCCC3)ccc21	6.4%[76.3 µM]
COc1ccccc1N(Cc1ccccc1)S(=O)(=O)c1cccc(C(=O)Nc2cc(C)ccn2)c1	6.1%[76.3 µM]
Remaining list, next part.
SMILES	GAA glycogen
CS(=O)(=O)N1CCCc2cc(C(=O)Nc3cccc(C(F)(F)F)c3)ccc21	-1.8%[76.3 µM]
Cc1cc(=O)oc2c(C)c(OC(C)C(=O)NCc3ccccn3)ccc12 (stereo not drawn)	-6.5%[76.3 µM]
COc1cccc(C(=O)NC2CCCc3c2cnn3-c2cc(C)cc(C)c2)c1 (stereo not drawn)	-4.2%[76.3 µM]
COc1ccc(CCNC(=O)C(=O)c2cn(CC(=O)N3CCOCC3)c3ccccc23)cc1OC	-14.2%[76.3 µM]
CC(=O)NS(=O)(=O)c1ccc(NC(=O)CCC(=O)Oc2ccc(C)cc2)cc1	3.2%
COc1ccc(NC(=O)CS(=O)c2ccc(Br)cc2)cc1 (stereo not drawn)	-2.8%[76.3 µM]
Cc1ccccc1-c1noc(-c2cc3ccccc3oc2=O)n1	16.2%[76.3 µM]

Taken from the listing for reference:
SMILES	GAA glycogen
CS(=O)(=O)N1CCCc2cc(C(=O)Nc3cccc(C(F)(F)F)c3)ccc21	-1.8%[76.3 µM]
Cc1cc(=O)oc2c(C)c(OC(C)C(=O)NCc3ccccn3)ccc12 (stereo not drawn)	-6.5%[76.3 µM]
COc1cccc(C(=O)NC2CCCc3c2cnn3-c2cc(C)cc(C)c2)c1 (stereo not drawn)	-4.2%[76.3 µM]
